Screening results: PubChem BioAssay, several laboratories
SSB-PriA inh – inhibitors of Klebsiella pneumoniae PriA binding to SSB C-terminal tail, primary screen, biochemical, AlphaScreen. AID 1272365, 2023. actives 0.6% (n = 430,000). inhibition, % at 33 µM. AlphaScreen SSBct-PriA binding, biotinylated peptide. PriA–SSB C-terminal tail interaction (Klebsiella pneumoniae); in the data active = inhibition mostly above about 37%, no sharp cut-off; inactive = mostly below about 20%;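 also: plate controls were negative control peptide for no effect and reference peptide for full effect; strong numbers were not always called active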
BoNT A protease – BoNT/A light chain protease inhibitors, primary screen, biochemical, flow cytometry, MLPCN library; multiplex microsphere protease substrate cleavage; Botulinum neurotoxin type A light chain protease (Clostridium botulinum A str. ATCC 3502); actives 0.17% (n = 360,000); inhibition, % at 10 µM; also: plate controls were buffer without enzyme for full effect and enzyme alone for no effect
TcdB inh – TcdB glycohydrolase inhibitors, primary screen, biochemical, single point, plate reader; Toxin B (Clostridioides difficile), P18177; TcdB glycohydrolase enzymatic assay; inhibition, % at 9.99 µM; actives 0.24% (n = 350,000); in the data active = inhibition above about 10%
BH1578 lux ind – inducers of Vibrio cholerae quorum light production without autoinducers, primary screen, BH1578 luxS cqsA deficient, single point; V. cholerae BH1578 lux reporter, luminescence, 6 h; AID 588436, 2011; activation, % at 18.7 µM; actives 0.16% (n = 350,000); in the data active = activation mostly above about 9.7%, no sharp cut-off; also: not every result past the cut was called active; inactives centre near 0; reference of the scale not given here
Y pestis TopoI – Yersinia pestis topoisomerase I inhibitors, primary screen, biochemical, cleavage product accumulation, plate reader, single point. DNA topoisomerase I (Yersinia pestis CO92). Y. pestis Topo-I cleavage product accumulation. activity, % at 10 µM. actives 0.064% (n = 360,000); in the data active = activity above about 50%, passing the limit was not always enough; also: inactives centre near 2
CCHFV vOTU inh – CCHFV vOTU protease inhibitors, primary screen, biochemical, Pep-AMC substrate, fluorescence; Crimean-Congo hemorrhagic fever virus L polyprotein viral ovarian tumor (vOTU) protease …; inhibition, % at 11.5 µM; actives 0.55% (n = 370,000); in the data active = inhibition above about 30%; also: 0% = vehicle wells with enzyme and 100% = no enzyme wells
DUSP3 inh – VHR1 phosphatase inhibitors, primary screen, biochemical, absorbance, uHTS; actives 0.52% (n = 290,000); AID 1654, 2009; recombinant VHR phosphatase, pNPP absorbance; Dual specificity protein phosphatase 3 (Homo sapiens), P51452; inhibition, % at 13.3 µM; in the data active = inhibition above about 50%; also: some compounds called inactive have numbers as strong as hits
Target sequence (P51452 whole entry, looked up): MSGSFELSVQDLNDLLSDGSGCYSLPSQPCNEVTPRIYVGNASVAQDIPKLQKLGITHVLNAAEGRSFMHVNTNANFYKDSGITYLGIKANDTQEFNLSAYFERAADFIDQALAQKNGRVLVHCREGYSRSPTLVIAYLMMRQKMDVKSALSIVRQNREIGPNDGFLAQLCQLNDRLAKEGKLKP
Anthrax LF prot – Bacillus anthracis LF protease inhibitors, primary screen, biochemical, multiplex microsphere, MLPCN library. Lethal factor (Bacillus anthracis), P15917. multiplex microsphere protease cleavage assay. inhibition, % at 10 µM. actives 0.12% (n = 360,000). AID 588501, 2011; also: plate controls were buffer without enzyme for full effect and enzyme alone for no effect
3CLpro inhibitor – SARS-CoV 3CLpro protease inhibitors, primary screen, biochemical, quenched FRET | recombinant SARS-CoV 3CLpro, quenched FRET peptide cleavage | Replicase polyprotein 1ab (Severe acute respiratory syndrome coronavirus), P0C6X7 | inhibition, % at 6 µM | actives 0.14% (n = 290,000); in the data active = inhibition above about 12%
PfHsp40 rescue – rescue of yeast from PfHsp40 toxicity, primary screen, S. cerevisiae, ATP luminescence; S. cerevisiae expressing PfHsp40, growth rescue; growth rescue, % at 12.5 µM; actives 0.68% (n = 340,000); AID 504582, 2011; in the data active = growth rescue above about 28%, passing the limit was not always enough;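 also: yeast W303a lacking pdr1 and pdr3 grown in galactose medium; growth measured after three days at 30 °C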
* = called active by the depositor; i = inactive; x = no result given. Rule as the data show it, unless noted: active = inhibition above about 30%; inconclusive = no clear call, values can overlap the other calls; inactive = below that. These rows are one share of the data; rates above refer to the full screens.

Under each structure: Y pestis TopoI	PfHsp40 rescue	DUSP3 inh	3CLpro inhibitor	BH1578 lux ind	BoNT A protease	TcdB inh	CCHFV vOTU inh	SSB-PriA inh	Anthrax LF prot
- COc1ccccc1N1C(=O)NC(=O)C(CCc2ccncc2)(CCc2ccncc2)C1=O
  3	-2.7	19	-3	-3.1	0.8	0.8	1	0	-5
- COc1cccc(NS(=O)(=O)c2ccc3c(c2)CCN3C(C)=O)c1
  4	0.6	38	0	-0.4	1.0	0.8	6	6	-2
- Cc1ccc(C(=O)NCCn2c(N)c(C#N)c3nc4ccccc4nc32)cc1
  5	-0.4	-8	-2	-0.3	3.0	x	-209	-3	-1
- Cc1ccc(C(=O)n2nc(-c3ccccc3)nc2NCc2ccco2)cc1
  4	-0.3	18	0	-0.4	-1.0	0.1	-7	-20	-8
- Cc1c(NS(=O)(=O)c2cccc(C(=O)Nc3ccccc3)c2)c(=O)n(-c2ccccc2)n1C
  0	1.0	x	x	i	-0.4	0.6	2	-6	-2
- O=C1C=C(NCC2CCCO2)CC(c2ccccc2)C1 (configuration not stated)
  0	5.3	3	6	2.1	-0.2	x	0	-1	0
- CCCn1c(N)c(C(=O)CN(C)CC(=O)Nc2c(C)cc(C)cc2C)c(=O)[nH]c1=O
  -11	-0.6	x	x	i	1.1	3.0	17	2	0
- CCOc1ccc2[nH]c3c(=O)n(CCc4ccc(OC)cc4)cnc3c2c1
  5	18	19	0	i	-0.4	0.2	-11	4	-5
- CC(C)(C)C(=O)/C(C#N)=C/c1ccc(O)cc1
  -7	0.2	3	5	i	-1.5	0.8	3	-10	-9
- CCOc1ccccc1NC(=O)NNC(=O)COc1cccc(C)c1C
  19	-0.7	4	-4	i	-1.2	0.4	-3	-3	0
- CCC(Sc1ccc2nnc(-c3cccnc3)n2n1)C(=O)OC (configuration not stated)
  5	-0.3	9	-3	i	0.8	0.6	-13	-4	-1
- CC(C)COP(=O)(c1ccc(N(C)C)cc1)C(O)c1ccncc1 (configuration not stated)
  -1	0.5	21	0	i	0.4	x	-2	-16	-1
- COC(=O)c1sccc1NC(=O)Nc1ccc(Cl)c(Cl)c1
  24	0.7	20	4	i	-0.1	x	-3	-3	-2
- CN(C)c1ccc(/C=N/NC(=O)CCCO)cc1
  0	0.7	-10	5	i	1.2	-0.1	-4	x	-10
- CCOc1ccc(NCCC#N)cc1
  2	-1.1	21	2	i	-1.0	x	0	-5	-3
- C=CCn1c(=O)c2c3c(sc2n2c(Nc4ccc(C(=O)OCC)cc4)nnc12)CCCC3
  1	2.0	22	9	i	-3.3	x	0	-13	1
- O=C(c1ccc(N2C(=O)c3ccccc3C2=O)cc1)N1CCN(S(=O)(=O)c2ccccc2F)CC1
  20	x	x	x	-0.4	-0.2	0.3	0	x	-2
- CCc1ccc(NC(=O)CN(c2ccc(OC)cc2)S(=O)(=O)c2c(C)[nH]c(=O)[nH]c2=O)cc1
  10	-0.7	14	-2	i	-0.1	-4.6	7	-15	1
- C=CCNC(=O)c1onc(CSc2cccc(Cl)c2)c1C(=O)O
  4	2.2	20	2	-0.2	0.3	6.7	9	-1	12
- COc1ccc2c(CC(=O)Nc3nccs3)coc2c1
  4	-0.5	18	2	-0.3	2.5	-0.8	-2	15	-2
- CCCCn1c(N)c(N(CCC(C)C)C(=O)c2c(C)noc2C)c(=O)[nH]c1=O
  11	-0.3	x	x	-0.3	x	2.0	0	8	x
- O=C(CCC1CCCC1)NNC(=O)c1ccc(F)cc1
  1	0.0	x	x	i	0.2	-0.4	3	-5	-11
- O=C1NC[C@@H](Cc2ccc(O)cc2)N(CCCCC2CCCCC2)C1=O
  x	x	x	x	x	0.3	-0.5	4	x	-1
- O=C(NCCS(=O)(=O)N1CCN(Cc2ccccc2)CC1)c1ccc(F)cc1
  1	0.1	x	x	0.6	x	-0.8	9	-18	x
- Fc1cccc(Cc2c(-c3ccccc3)nc3ccc(Br)cn23)c1
  x	x	x	x	x	2.5	-0.1	7	x	7
- COc1ccc(OC)c(S(=O)(=O)N2CCc3ccccc32)c1
  6	-1.5	-2	2	i	-1.6	x	17	-15	-9
- COc1ccc(C(=O)NCCCNC(=O)c2ccc(C)nc2)cc1
  -1	-0.6	2	9	2.8	-2.0	-0.4	3	-6	0
- Cc1nc(NS(=O)(=O)c2ccccc2)sc1C(=O)NN
  -6	0.1	26	1	-0.3	0.4	-2.3	-1	-2	-6
- O=C(NNC(=O)c1ccco1)c1cccc(Br)c1
  1	0.7	-7	-3	i	4.8	1.1	-2	-3	5
- Cc1ccc(NC(=O)c2ccc(Br)o2)c([N+](=O)[O-])c1
  -6	0.4	x	x	1.4	0.5	-0.1	-5	-6	14
- O=C(NCc1ccc(Cl)cc1)C1CCC(CNc2c(N3CCOCC3)c(=O)c2=O)CC1 (configuration not stated)
  -3	0.4	16	-1	0.1	0.5	1.8	11	-1	-1
- CC(=O)OCC1OC(OCc2cn(C[C@H]3CC[C@@H]([C@@H]4CC[C@H](Cn5cc(COC6OC(COC(C)=O)C(OC(C)=O)C(OC(C)=O)C6OC(C)=O)nn5)O4)O3)nn2)C(OC(C)=O)C(OC(C)=O)C1OC(C)=O (some centres not stated)
  3	0.6	-3	-1	i	-0.3	0.3	-5	-5	-2
- O=C1OCCN1S(=O)(=O)Nc1ccccc1
  -4	0.2	15	-4	i	-2.2	0.4	-9	-1	-9
- N/C(=N\OC(=O)Cc1cccs1)c1ccccc1
  3	-0.1	10	4	-0.2	1.5	x	19	x	-1
- O=C(OCC1OC2C(Oc3nc(=O)ccn32)C1O)c1ccccc1 (configuration not stated)
  -4	-2.0	14	0	-0.2	1.1	x	-4	-9	1
- CCN(C[C@H]1N[C@@](CC)(C(=O)OC)[C@H]2C(=O)N(Cc3ccccc3)C(=O)[C@@H]12)S(=O)(=O)c1ccc(C(F)(F)F)cc1
  -4	3.0	x	x	i	-0.8	-0.3	30*	-2	-3
- CO/N=C(/COc1ccc(F)cc1)c1ccc(OC)cc1
  -1	-1.0	-2	-1	i	-0.9	-3.7	20	x	-2
- Cn1c(CN2CCCCC2)nc2cc([N+](=O)[O-])ccc21
  3	-0.1	1	-1	-0.4	-0.7	0.4	20	7	-2
- NS(=O)(=O)c1cccc(NC(=O)CCSc2ccc(Cl)cc2)c1
  1	-0.2	-7	0	i	0.0	x	-16	-11	-9
- N#Cc1ccc(C(=O)OCC(=O)N2CCOCC2)cc1
  9	-0.4	6	-3	-0.2	1.8	-0.7	-3	-5	12
- COc1cc(Cc2ccc(N)c(OC)c2)ccc1N
  -9	-0.3	-14	-1	-0.4	-0.5	15*	0	20	0
- CCOC(=O)C1=CCN(S(=O)(=O)c2ccc(C)cc2)C1c1cccc(Br)c1 (configuration not stated)
  x	x	x	x	x	-0.7	-0.1	6	x	-4
- CC(=O)OCC1=C(C(=O)O)N2C(=O)C(NC(=O)CCn3nc(C)c(Cl)c3C)C2SC1 (configuration not stated)
  -8	-0.3	-6	7	-0.3	-0.3	-1.8	3	-6	-6
- CCOCCCNC(=S)Nc1cc(C)cc(C)c1
  2	-0.6	2	-3	-0.3	-0.1	x	-19	-6	2
- Cc1cc2cc(C)c(NCCNC(=O)c3ccccc3F)nc2cc1C
  8	2.2	19	-1	-0.2	0.5	0.3	2	-8	0
- Cc1ccc(Cl)cc1N1CCN(C(=O)c2ccc3nc[nH]c3c2)CC1
  11	0.8	-1	3	0.2	-0.1	1.4	8	9	1
- COc1ccccc1NC(=O)COc1ccc2ccccc2c1
  38	10	14	7	6.6	-0.4	0.9	4	0	1
- COc1ccc(S(=O)(=O)N2CCCC(C(=O)NCc3cccnc3)C2)cc1 (configuration not stated)
  3	0.8	16	-4	-0.2	-2.8	0.6	0	-17	-1
- Cc1nnc(SCc2nnc(-c3cccs3)o2)s1
  4	0.3	-17	3	i	0.6	-0.4	-3	-7	1
- O=C(Nc1cccc(-c2nc3ccccc3s2)c1)c1ccc2c(c1)OCO2
  -5	-1.3	10	-1	-2.0	1.8	0.7	7	-16	-1

New compounds follow
Under each structure: Y pestis TopoI	PfHsp40 rescue	DUSP3 inh	3CLpro inhibitor	BH1578 lux ind	BoNT A protease	TcdB inh	CCHFV vOTU inh	SSB-PriA inh	Anthrax LF prot
- CCn1c2ccccc2c2cc(NC(=O)COC(=O)c3cccc(S(=O)(=O)NC)c3)ccc21
  -7	0.3	-3	-3	i	0.9	0.1	3	1	-3
- Cc1cccc(NC(=O)CSc2nnc(-c3cc(C)n(-c4ccccc4)c3C)o2)c1C
  20	14	0	7	i	-0.4	x	17	-16	-3
- CCc1ccc(-c2cc(C(=O)N/N=C/c3c[nH]c4ccccc34)[nH]n2)cc1
  8	-0.8	37	3	-1.3	0.4	1.2	27	x	-4
- N#CCSc1nc(-c2ccccc2)nc2ccc(F)cc12
  4	-0.2	-3	-1	-0.3	-0.8	-0.5	-3	-15	1
- CC(C)(C)Nc1nc(NC(C)(C)C)nc(-n2ccnc2)n1
  -3	0.1	-5	6	-11	-0.2	x	20	-19	-1
- N#C/C(=C(/O)CN1CCCC1)c1nc(-c2ccccc2)cs1
  0	-1.0	4	3	-0.5	1.1	0.1	-6	4	2
- Cc1ccc(S(=O)(=O)N2[C@@H](c3ccc(F)cc3)C(C(=O)O)=C[C@H]2CC2CCCC2)cc1
  9	8.8	x	x	i	-0.5	-2.2	20	-1	-4
- CCCCn1nc(C(=O)N(C)C2CCCCC2)c2ccccc2c1=O
  13	0.9	x	x	i	-1.8	-1.5	26	-21	-2
